# ASM inhibitor: inhibitors of human secretory acid sphingomyelinase; placental ASM, HMU-PC fluorogenic substrate, 60 min; P17405; 0.006% of 340,000 active; Potency, µM (top dose mostly 57.5 µM), for the others: at the top dose activity change, negative = inhibition, most hits filed as inhibitors; also: potency is read from the fitted curve at half-maximal effect
# Target sequence (P17405 47-631 limits assumed): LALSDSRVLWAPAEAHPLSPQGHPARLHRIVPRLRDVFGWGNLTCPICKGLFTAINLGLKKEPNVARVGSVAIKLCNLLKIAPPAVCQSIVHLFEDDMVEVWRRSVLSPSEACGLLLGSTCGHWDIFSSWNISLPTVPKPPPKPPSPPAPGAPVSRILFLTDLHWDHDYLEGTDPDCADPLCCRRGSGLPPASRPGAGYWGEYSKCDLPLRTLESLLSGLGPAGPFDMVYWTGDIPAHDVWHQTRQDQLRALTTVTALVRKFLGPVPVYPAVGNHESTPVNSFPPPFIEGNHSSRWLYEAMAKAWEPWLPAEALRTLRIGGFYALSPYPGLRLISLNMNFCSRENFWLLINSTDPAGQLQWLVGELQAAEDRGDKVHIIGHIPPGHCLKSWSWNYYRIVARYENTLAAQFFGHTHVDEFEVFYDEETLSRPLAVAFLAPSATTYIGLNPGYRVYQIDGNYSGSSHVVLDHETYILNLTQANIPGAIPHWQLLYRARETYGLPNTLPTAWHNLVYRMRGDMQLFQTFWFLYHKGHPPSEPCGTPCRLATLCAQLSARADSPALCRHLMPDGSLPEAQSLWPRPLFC
#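 Human placenta-derived ASM enzyme was preincubated with compound for 10 minutes at room temperature, then given fluorogenic substrate HMU-PC0 (9 uM final) for 60 minutes at 37 °C; a pH 10 stop preceded fluorescence reading at Ex 386/Em 447 nm.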
# BCR signal inh: chronic active BCR signaling inhibition | ABC-DLBCL IkBa-CBG/CBR reporter, luminescence ratio, 4 h | Potency, µM (series often up to 46.1 µM), for inactives: at the top dose ratio change, negative = lower green/red ratio, most hits filed as inhibitors | 0.05% of 340,000 active | AID 493014; active = well fitted inhibition curve with a large enough effect in the signal ratio, with a control signal flat, not every such curve was filed as active; inconclusive = small, poorly fitted or top-dose-only effect, or effect the other way, or a change in a side signal; the % refers to the signal ratio;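 also: potency is read from the fitted curve at half-maximal effect; plate controls were basal doxycycline-induced cells for no effect and cells given 10 µM MG132 for full effect; MG132 reads +100%, hits lower the ratio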
#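 TMD8 human ABC-DLBCL cells with doxycycline-inducible IκBα–green luciferase fusion and unfused red luciferase, in 0.5% FBS medium; compounds up to 46 uM, 4 h at 37C. Green/red luminescence ratio, filter-overlap corrected, fitted to concentration-response curves.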
# USP2a block: inhibitors of human ubiquitin-specific protease USP2a; O75604; USP2 core, Ub-CHOP2 coupled fluorogenic reporter, 485/531; Potency, µM (doses to about 38.3 µM), for the others: at the highest dose activity change, negative = inhibition, hits mostly inhibitors; 0.01% of 330,000 active;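 also: potency is read from the fitted curve at half-maximal effect; plate controls were DMSO wells for no effect and full inhibition by NEM control for full effect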
#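 Deubiquitinase activity read as fluorescence (485/531 nm) after Ub-CHOP2 cleavage activates the enterokinase reporter on its substrate; USP2 core 10nM, Ub-CHOP2 and substrate 25nM each, 30min compound preincubation then 60min RT; data normalized to NEM, curves fitted.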
# Menin MLL FP TR: menin-MLL binding inhibition, Texas Red mutant peptide; Potency, µM (titrated, usually from 61.6 µM), without a hit: at the highest dose FP activity change, negative = inhibition, hits mostly inhibitors; O00255; Menin + Texas Red MLL mutant peptide, fluorescence polarization; AID 1768; 0.23% of 270,000 active; active = well fitted inhibition curve with a large enough effect in the polarisation, with a control signal flat, not every such curve was filed as active; inconclusive = small, poorly fitted or top-dose-only effect, or effect the other way, or a change in a side signal; inactive = no such curve, though single readings can be large or run the other way; the % refers to the polarisation; also: potency is read from the fitted curve at half-maximal effect; % of control where 0% means no effect; many of its hits are not listed in these tables
# Eya2 inh: inhibitors of human Eya2 phosphatase activity. O00167. recombinant Eya2, OMFP fluorescence dephosphorylation (OMFP is methylfluorescein phosphate). Potency, µM (highest dose often 76.9 µM), inactives show at the highest dose activity, negative = inhibition, most hits filed as inhibitors. 0.006% of 330,000 active. AID 488837; also: potency is read from the fitted curve at half-maximal effect; % is scaled to controls: 0 for no effect and ±100 for the full control effect
#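 Eya2 protein (added as 0.2 uM solution) was preincubated with compound for 10 min at ambient temperature in 50 mM HEPES pH 7.5, 50 mM NaCl, 5 uM MgCl2, 0.05% BSA, 1 mM DTT. OMFP (added at 50 uM) then reacted 10 min; fluorescence read at 485/525 nm.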
# MBNL1 CUG block: MBNL1-poly(CUG) RNA binding inhibition; Potency, µM (titrated, usually from 57.5 µM), without a hit: at the highest dose activity change, negative = inhibition, hits mostly inhibitors; TR-FRET MBNL1-His/biotin-(CUG)12 binding, 665/545 ratio; 0.036% of 280,000 active; Q9NR56; active = well fitted inhibition curve with a large enough effect in the signal ratio, with a control signal flat, not every such curve was filed as active; inconclusive = small, poorly fitted or top-dose-only effect, or effect the other way, or a change in a side signal; inactive = no such curve, though single readings can be large or run the other way; the % refers to the signal ratio; also: potency is read from the fitted curve at half-maximal effect; % is scaled to controls: 0 for no effect and ±100 for the full control effect
#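 Compound titration spanned 92 nM–58 uM against the MBNL1-His/biotin-(CUG)12 complex. After 60 min at room temperature with 5 nM streptavidin-XL665 and 0.055 ng/ul terbium anti-His, ratiometric 665/545 nm emission (Ex 340 nm) normalized to controls.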
# KCNH2 WT inh: blocks the wildtype human KCNH2 potassium channel; AID 720551; activity change, % at 1.84 µM; U2OS, BacMam KCNH2, thallium flux FluxOr; active compounds read low; 0.37% of 340,000 active;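 active = maximum activity change below -70%; inconclusive = maximum activity change between -70% and -50%; inactive = maximum activity change above -50%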; also: % is scaled to controls: 0 for no effect and ±100 for the full control effect
#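 U2OS cells transduced with wild-type KCNH2 virus are loaded with FluxOr dye for 45 min, and thallium flux is measured in kinetic reads before and after stimulation buffer. Rate constants are normalized to DMSO controls.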
# TSHR antag: antagonists of human thyroid stimulating hormone receptor | P16473 | TSHR-expressing cells, TSH-stimulated cAMP HTRF, 2 h; active compounds read low | activity change, negative = inhibition, % at 11.5 µM | 0.2% of 330,000 active;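 active = activity change below a set negative limit, meaning inhibition stronger than a set level, cut at about -70% in these data; inconclusive = activity change between two set negative limits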; also: % is scaled to controls: 0 for no effect and ±100 for the full control effect
#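 Inhibition of cAMP made by TSHR-expressing cells under TSH stimulation (4nM final, EC80; 2 h, 37 deg C) is quantified with a one-step lysis HTRF kit, anti-cAMP cryptate versus cAMP-d2.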
# Mito fusion yeast: mitochondrial division inhibition or fusion activation. AID 485298. 0.23% of 320,000 active. S. cerevisiae fusion-defective mutant growth rescue, CellTiterGlo 48 h. Potency, µM (top dose mostly 46.1 µM), for the others: top-dose growth rescue (activation), usual class: activators;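 also: potency is read from the fitted curve at half-maximal effect; % of control where 0% means no effect; nearly all actives have a fitted effect of over 45% in size; temperature-sensitive fusion mutants such as fzo1-1 at 37 °C on non-fermentable ethanol glycerol medium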
#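 Luminescent cell viability in 1536-well qHTS format served as the measure of rescued growth in ts fusion-mutant S. cerevisiae cultured on non-fermentable YPEG for 48 hours at 37C.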
# PKM2 act: activators of human pyruvate kinase M2; P14618; purified PKM2, Kinase-Glo ATP luminescence, activation; response scale: 0% is enzyme alone, no compound; Potency, µM (top dose mostly 57.5 µM), for inactives: at the highest dose activation, hits mostly activators; 0.34% of 260,000 active; AID 1631; also: potency is read from the fitted curve at half-maximal effect; % is scaled to controls: 0 for no effect and ±100 for the full control effect; nearly all actives have a fitted effect of over 55% in size
#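 Purified hPK-M2 (>95% pure) converted ADP (0.1 mM final) to ATP with 0.5 mM PEP in 50 mM imidazole pH7.2, KCl, MgCl2, Tween 20, BSA; 1 h at room temperature. ATP detected by Kinase-Glo luminescence.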
# GALK inhibitor: blocks human galactokinase activity; 0.007% of 270,000 active; P51570; Potency, µM (titrated, usually from 57.5 µM), for inactives: top-dose activity change, negative = inhibition, most hits filed as inhibitors; AID 1868; Purified GALK, Kinase-Glo residual ATP luminescence; also: potency is read from the fitted curve at half-maximal effect; % is scaled to controls: 0 for no effect and ±100 for the full control effect
# Target sequence (P51570 whole entry, looked up): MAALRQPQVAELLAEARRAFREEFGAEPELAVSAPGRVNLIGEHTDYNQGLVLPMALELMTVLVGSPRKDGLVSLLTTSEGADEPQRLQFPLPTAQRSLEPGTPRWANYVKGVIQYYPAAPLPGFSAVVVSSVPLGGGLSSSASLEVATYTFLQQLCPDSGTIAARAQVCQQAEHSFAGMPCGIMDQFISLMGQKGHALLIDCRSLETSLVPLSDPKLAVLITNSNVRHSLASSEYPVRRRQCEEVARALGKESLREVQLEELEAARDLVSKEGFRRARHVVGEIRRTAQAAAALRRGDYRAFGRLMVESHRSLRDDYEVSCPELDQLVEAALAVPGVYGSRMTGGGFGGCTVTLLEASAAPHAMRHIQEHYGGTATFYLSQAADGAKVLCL
#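 Luminescence from leftover ATP (Ultra-Glo luciferase/luciferin) served as read-out after a 1 h room-temperature reaction of 5 nM GALK with 35 uM ATP and 100 uM galactose.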
# * hit, by the source's call; i = inactive; ? = inconclusive; . = not tested or not shown; [ ] = dose if it differs, or a comment. Unless noted, calls follow the shape of the dose curve; as a rule, active = well fitted curve in the direction sought with a large enough effect; inconclusive = small, poorly fitted or top-dose-only effect, or another doubt; inactive = no such curve, though single readings can be large; an effect the other way counts as inactive or inconclusive.
SMILES,ASM inhibitor,BCR signal inh,USP2a block,Menin MLL FP TR,Eya2 inh,MBNL1 CUG block,KCNH2 WT inh,TSHR antag,Mito fusion yeast,PKM2 act,GALK inhibitor
COc1ccccc1OCC(=O)Nc1ccccc1C(=O)NCc1cccnc1,0.0%,?,0.1%,19.7%,4.1%,4.9%,-9.8,-3.5,-3.5%,.,6.4%
Cc1nnc(NC(=O)CN2CCN(Cc3ccccc3Cl)CC2)s1,4.2%,-0.7%,2.2%,2.0%,11.4%,-1.9%,-6.2,8.3,-1.5%,3.8%,0.0%
Cc1cccc(C(=O)NNC(=O)CSc2nnc(C(C)C)n2C)c1,3.5%,-7.7%,2.5%,-5.6%,3.6%,-1.4%,-8.4,2.4,-3.4%,0.1%,16.4%
CC(Oc1ccc(Cl)cc1)C(=O)Nc1ccccc1C(=O)N1CCOCC1 (configuration not stated),.,-0.2%,-0.9%,.,-1.6%,-3.1%,0.1,-2.3,1.6%,-4.2%,-2.2%
S=C(NCCc1ccccc1)N1CCn2cccc2C1c1ccncc1 (configuration not stated),1.4%,0.4%,1.1%,10.8%,0.3%,9.8%,-16.3,-9.4,2.7%,-1.0%,1.1%
O=C(O)C1CCN(C(=O)CSc2nc3ccccc3c(=O)n2-c2ccc(Cl)cc2)CC1,0.7%,?,-1.3%,4.0%,-13.0%,-13.5%,-2.5,12.8,2.6%,0.7%,-0.6%
FC(F)(F)c1ccc(CSc2nccn2-c2ccccc2)cc1,-1.4%,10.3%,3.3%,-13.8%,5.4%,2.3%,0.1,-6.1,-10.7%,-2.1%,-3.7%
COC(=O)c1ccccc1NC(=O)CSc1nnc(C(CO)NC(=O)c2ccccc2Cl)n1C (configuration not stated),3.7%,-1.8%,2.1%,3.0%,-1.3%,6.4%,6.2,9.3,0.2%,-8.6%,-1.7%
CN1CCN(C=NC2=NN(c3cccc(C(F)(F)F)c3)CC2)CC1,3.7%,7.7%,4.9%,1.1%,-16.0%,12.5%,2.3,-16.6,-0.9%,-3.0%,-1.3%
O=C(CSc1ncccn1)N1CCN(Cc2ccccc2)CC1,2.4%,-10.2%,0.5%,-10.1%,-1.3%,-13.9%,-32.3,-4.7,-1.6%,2.0%,-1.6%
O=C(CN1CCN(Cc2ccccc2)CC1)NC(=O)NCc1ccco1,5.5%,-2.2%,2.2%,-9.9%,-17.6%,-4.3%,27.0,11.6,1.0%,8.8%,0.2%
C=CCn1c(=O)c(C(=O)Nc2ccccc2C)c(O)c2ccccc21,-5.1%,?,3.3%,?,-5.0%,-4.1%,-7.4,-2.0,-5.1%,-0.7%,.
COc1ccc(C(CNS(=O)(=O)c2cccc(F)c2)N2CCCC2)cc1 (configuration not stated),3.5%,-13.9%,0.1%,.,-18.6%,.,3.0,21.5,.,.,.
O=C(Nc1ccc(Cl)c(Cl)c1)N(CCCN1CCOCC1)Cc1cccnc1,-2.0%,1.3%,-1.4%,.,9.3%,12.6%,3.4,-9.3,-3.7%,3.5%,.
Clc1ccc(CON/C=N/c2ncnc3sccc23)c(Cl)c1,-12.0%,3.5%,-1.0%,17.6%,6.7%,2.1%,3.6,-29.9,-3.1%,0.4%,-0.7%
Cc1ccc(CNC(=O)CSc2nc(=O)n3ccccc3n2)cc1,-2.5%,-0.8%,-8.6%,.,22.6%,.,9.1,-8.5,-1.5%,.,.
Cc1ccc(Cl)cc1NC(=O)Nn1cnnc1,-1.1%,6.7%,1.6%,13.7%,-3.7%,-2.0%,-2.8,3.6,4.6%,10.7%,-1.1%
N=c1n(CC(=O)c2ccc([N+](=O)[O-])cc2)c2ccccc2n1Cc1ccccc1,-9.2%,13.1%,7.4%,-14.5%,-5.5%,21.3%,7.1,-8.1,-12.6%,-9.5%,1.7%
CCc1cc(=O)oc2cc3oc(C)c(C)c3cc12,37.8%[activator],-0.4%,1.0%,-5.9%,-11.6%,-7.0%,-23.3,-9.4,3.3%,-3.2%,.
COCCSc1nnc(NC(=O)CCS(=O)(=O)Cc2ccccc2)s1,-0.4%,?,1.5%,.,1.3%,-0.6%,5.5,-12.3,-1.3%,-7.6%,-1.1%
CCC1(c2ccc(F)cc2)NC(=O)N(CC(=O)Nc2ccc3c(c2)OCCO3)C1=O (configuration not stated),-7.0%,-0.4%,10.4%,.,2.8%,.,-5.8,-6.9,.,.,.
CN=C(Nc1cccnc1)c1cccc(C(F)(F)F)c1,0.4%,4.6%,2.6%,2.4%,-2.0%,-1.0%,-2.9,4.1,-4.8%,.,-0.8%
Cc1nc2ccccn2c1C(=O)N/N=C/c1ccc(CNC(=O)C(=O)Nc2ccccc2)o1,0.9%,?,1.6%,2.9%,-5.0%,6.2%,-0.8,10.7,7.2%,11.1%,0.8%
O=C(OCC(=O)N(C1CCCCC1)C1CCCCC1)c1ccccc1O,-6.6%,6.9%,1.8%,-17.1%,-2.5%,5.8%,8.5,5.2,-5.6%,.,-1.9%
CCCCn1c(=N)n(CC(O)c2ccccc2)c2ccccc21 (configuration not stated),3.0%,?,-3.1%,.,-6.2%,6.8%,29.5,3.3,-2.9%,2.2%,.

# More records follow:
SMILES,ASM inhibitor,BCR signal inh,USP2a block,Menin MLL FP TR,Eya2 inh,MBNL1 CUG block,KCNH2 WT inh,TSHR antag,Mito fusion yeast,PKM2 act,GALK inhibitor
CCN(CC(=O)NCC1CCCO1)S(=O)(=O)c1ccc(Cl)cc1 (configuration not stated),2.1%,0.0%,2.5%,.,-3.5%,-0.3%,-79.9*,-10.7,-0.1%,-12.5%,-5.7%
COc1ccc(C(C)=NNC(=O)c2cccc(S(=O)(=O)N3CCCC3)c2)cc1,-2.3%,-0.3%,0.0%,.,3.9%,.,-0.2,1.9,.,.,.
COCCNC(=O)C(c1ccc(F)cc1)N(C(=O)CCC(=O)Nc1ccccn1)c1ccc(C)cc1 (configuration not stated),2.5%,1.3%,-1.4%,-20.9%,0.2%,0.6%,2.4,3.1,1.7%,0.9%,-2.6%
Cc1ccc(-c2c[n+](CC(=O)c3cccs3)c3n2CCC3)cc1,-0.8%,5.1%,-0.7%,.,7.2%,16.3%,1.4,6.5,-3.4%,-19.7%,3.7%
COCCNc1cc(C)nc2c3c(C)cc(C)nc3nn12,i,5.2%,1.9%,-2.0%,-11.7%[15.4 µM],28.5%,4.0,10.3,2.1%,9.3%,-0.4%
Cc1ccc(NC(=O)c2ccc(F)cc2)nc1,0.9%,4.2%,9.8%,-15.1%,5.7%,-6.8%,2.8,-8.9,-7.3%,-0.6%,-1.4%
CC(=O)c1c(C)cc(C)c(CSc2nnc(-c3ccco3)o2)c1C,-3.3%,1.5%,-0.7%,-7.4%,-3.4%,0.2%,-18.2,-10.7,27.6%,-0.7%,-0.3%
Cc1ccc(C2CC(=O)C(C=NCCN3CCN(C(=S)Nc4ccc(F)cc4)CC3)=C(O)C2)cc1 (configuration not stated),-3.3%,8.9%,-3.3%,37.9%[activator],-1.3%,-8.0%,6.8,-1.1,-5.4%,1.7%,-2.8%
O=C(COC(=O)c1ccc(S(=O)(=O)N2CCOCC2)cc1)Nc1ccccc1F,-4.5%,-3.0%,-2.7%,.,-22.6%,.,6.1,9.5,-5.8%,.,.
Cc1ccc2c(c1)N(CCC(=O)NCc1ccco1)C(=O)CO2,2.0%,?,5.9%,.,-11.8%,-9.0%,-1.8,27.6,1.7%,-7.6%,9.6%
O=C(CN1N=C(c2ccccc2)CCC1=O)NCCN1CCc2ccccc2C1,0.5%,3.4%,0.5%,-15.2%,-19.3%,-12.4%,2.6,-3.0,-8.9%,6.3%,-1.6%
O=C(CCc1nc(-c2ccccc2F)no1)NCCN1CCOCC1,2.7%,-1.2%,-1.7%,-10.8%,0.2%,5.3%,1.5,-0.1,1.4%,3.0%,3.4%
Oc1ccc(Nc2nc3ccccc3nc2Nc2ccc(O)cc2)cc1,-14.0%,?,4.8%,?,8.5%,9.0%,-19.0,10.5,0.9%,17.6%,-0.1%
Cc1ccc(S(=O)(=O)N(C)C)cc1NC(=O)COC(=O)CCNS(=O)(=O)c1ccccc1,-4.1%,?,1.0%,.,3.1%,.,-9.9,-7.7,-2.8%,.,.

# Screening results as filed in PubChem.

# A portion of the library (hit frequency here may not be typical).
